Coupling enz: counter-screen for Giardia aldolase inhibitors: coupling enzyme system; AID 2472; 0.67% of 290,000 active; activity change, negative = inhibition, % at 58.2 µM, hits read low; coupling enzyme system counterscreen, AmpLite Red fluorescence; in the data active = activity change below about -30%; also: % is scaled to controls: 0 for no effect and ±100 for the full control effect
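Final compound at 57.5 uM, incubated 10 min at RT with coupling enzyme reagent (glyceraldehyde-3-phosphate), then 20 min with substrate and AmpLite Red detection. Fluorescence read at 525/598 nm; tests interference with the coupling assay, not aldolase inhibition.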
Integrin act MD: integrin-mediated muscular dystrophy alleviation activation | 0.064% of 350,000 active | alpha7betagal myoblasts, beta-gal FDG fluorescence, 48 h | AID 624291 | Potency, µM (titrated, usually from 38.3 µM), inactives show at the highest dose activation, hits mostly activators;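 also: potency is read from the fitted curve at half-maximal effect; 100% = response of the positive control SU9516; nearly all actives have a fitted effect of over 60% in size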
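alpha7betagal+/- myoblasts (passage 13, 250/well) treated 48 h at 37C with compounds at 1:260 dilution of DMSO stock. Lysed, then beta-galactosidase activity read as FDG fluorescence (ex 480/em 540) after 30 min, with pre-read for autofluorescence.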
KCNH2 WT inh: inhibitors of human wildtype KCNH2 potassium channel; Q12809; 0.37% of 340,000 active; activity change, % at 1.84 µM; U2OS, BacMam KCNH2, thallium flux FluxOr; stronger effect = lower value; AID 720551;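 active = maximum activity change below -70%; inconclusive = maximum activity change between -70% and -50%; inactive = maximum activity change above -50%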; also: % is scaled to controls: 0 for no effect and ±100 for the full control effect
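U2OS cells were transduced with wild-type KCNH2 virus (2.03 x 10^8 / mL) for 4 h at room temperature, then cultured overnight at 37 C. Thallium flux was read with FluxOr dye. Rate constants were normalized to DMSO controls.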
S-ASM inh: inhibitors of human secretory acid sphingomyelinase | 0.006% of 340,000 active | placental ASM, HMU-PC fluorogenic substrate, 60 min | P17405 | Potency, µM (doses to about 57.5 µM), for inactives: at the highest dose activity change, negative = inhibition, actives largely listed as inhibitors; also: potency is read from the fitted curve at half-maximal effect
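Fluorescence read-out (Ex 386 nm, Em 447 nm) after stopping the reaction at pH 10. Enzyme: ASM from human placenta; substrate HMU-PC0, 9 uM final; 60 min, 37 °C. Compound preincubation 10 min, ambient temperature.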
MBNL1-CUG inh: inhibitors of human MBNL1 binding to CUG repeat RNA; Q9NR56; TR-FRET MBNL1-His/biotin-(CUG)12 binding, 665/545 ratio; Potency, µM (doses to about 57.5 µM), for the others: at the top dose activity change, negative = inhibition, hits mostly inhibitors; 0.036% of 280,000 active; active = well fitted inhibition curve with a large enough effect in the signal ratio, with a control signal flat, not every such curve was filed as active; inconclusive = small, poorly fitted or top-dose-only effect, or effect the other way, or a change in a side signal; inactive = no such curve, though single readings can be large or run the other way; the % refers to the signal ratio; also: potency is read from the fitted curve at half-maximal effect; % is scaled to controls: 0 for no effect and ±100 for the full control effect
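TR-FRET readout: Ex 340 nm, 665/545 nm emission ratio, normalized to buffer-only (basal) and MBNL1-(CUG)12 controls. Complex of MBNL1-His with Biotin-(CUG)12, compounds 92 nM–58 uM, incubated 60 min at room temperature.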
GALK inhibitor: galactokinase (human) inhibition; P51570; Potency, µM (titrated, usually from 57.5 µM), without a hit: top-dose activity change, negative = inhibition, hits mostly inhibitors; AID 1868; 0.007% of 270,000 active; Purified GALK, Kinase-Glo residual ATP luminescence; also: potency is read from the fitted curve at half-maximal effect; % is scaled to controls: 0 for no effect and ±100 for the full control effect
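GALK at 5 nM final was combined with compound, 35 uM ATP and 100 uM galactose in HEPES pH8.0 with MgCl2 and DTT. The reaction ran one hour at room temperature before luminescent ATP detection.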
MLL CXXC-DNA inh: MLL CXXC-DNA interaction inhibition | Q03164 | MLL-CXXC / FITC-HOXA9 DNA fluorescence polarization | Potency, µM (top dose mostly 115 µM), inactives show top-dose activity change, negative = inhibition, most hits filed as inhibitors | 0.037% of 290,000 active | AID 2662; active = well fitted inhibition curve with a large enough effect in the polarisation, with a control signal flat, not every such curve was filed as active; inconclusive = small, poorly fitted or top-dose-only effect, or effect the other way, or a change in a side signal; inactive = no such curve, though single readings can be large or run the other way; the % refers to the polarisation; also: potency is read from the fitted curve at half-maximal effect
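Fluorescence polarization: 7 uM MLL-CXXC (stock) preincubated 5 min with compounds, then 50 nM fluorescein-HOX-A9 DNA (stock) added; 30 min ambient. Buffer 50 mM Tris-HCl pH 7.5, 50 mM NaCl, 1 mM DTT, 0.05% BSA.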
KCNH2 3.1 inh: KCNH2 3.1 (human) potassium channel inhibition | U2OS KCNH2 3.1, thallium flux FluxOr; stronger effect = lower value | activity change, % (tested at about 1.8 µM) | 0.95% of 340,000 active | AID 720553;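 active = maximum activity change below -70%; inconclusive = maximum activity change from -70% to -50%; inactive = maximum activity change above -50%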;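 also: thallium influx rate constant from kinetic fluorescence after stimulation buffer; % is scaled to controls: 0 for no effect and ±100 for the full control effect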
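FluxOr-based Tl+ influx in U2OS cells transduced with KCNH2 3.1 virus; rate constants normalized to DMSO controls.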
TRPV1 agonist: human TRPV1 agonism; Q8NER1; TRPV1-expressing cells, Fluo-8 calcium influx, agonist mode; activation, % at 8.33 µM; 0.19% of 320,000 active; in the data active = activation above about 80%; inconclusive = between about 30% and that limit; also: 0% is about no effect
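Fluo-8 calcium influx in TRPV1-expressing cells, kinetic read (ex 480/em 520 nm). Compound added and read 3 min for agonist activity, followed by capsaicin at EC20 final and 2 min further read for enhancement.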
A-T KAP1 phos: potential ataxia-telangiectasia treatments restoring KAP-1 phosphorylation | […] A-T fibroblasts, KAP-1 phosphorylation AlphaLISA; neocarzinostatin DNA damage 30 min before lysis | Potency, µM (titrated, usually from 57.5 µM), without a hit: top-dose activation, actives largely listed as activators | 0.19% of 320,000 active | AID 485349; also: potency is read from the fitted curve at half-maximal effect; % of control where 0% means no effect; nearly all actives have a fitted effect of over 45% in size
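hTERT-immortalized A-T patient fibroblasts ([…]), 500 cells/well in OPTI-MEM, 1% FBS, got compounds for 60 min, then NCS for 30 min at 37C. Lysates were then assayed for phospho-KAP-1 by AlphaLISA (anti-pKAP1 donor, anti-KAP1 acceptor beads), 6 hr at 25C.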
Numbers without * were called inactive; i = inactive; ? = inconclusive; . = no result given; [ ] = dose if it differs, or a comment. Unless noted, calls follow the shape of the dose curve; as a rule, active = well fitted curve in the direction sought with a large enough effect; inconclusive = small, poorly fitted or top-dose-only effect, or another doubt; inactive = no such curve, though single readings can be large; an effect the other way counts as inactive or inconclusive.

item	smiles	Coupling enz	Integrin act MD	KCNH2 WT inh	S-ASM inh	MBNL1-CUG inh	GALK inhibitor	MLL CXXC-DNA inh	KCNH2 3.1 inh	TRPV1 agonist	A-T KAP1 phos
1	C#CCOCCOCCOCCNc1nc(N2CCN(C(=O)[C@H](CCCCN)n3cc([C@@H](N)C(C)CC)nn3)CC2)nc(N2CCN(C(=O)[C@H](CCCCN)n3cc([C@@H](N)CC(C)C)nn3)CC2)n1 (stereo not given in full)	0	-21%	.	0%	?	5%	-25%	.	-3	-10%
2	CN(C)C(=O)CSc1nnc2sc3ccccc3n12	3	5%	-34	0%	-1%	2%	-1%	.	.	10%
3	Cc1ccc(NS(=O)(=O)c2cc([N+](=O)[O-])ccc2NNC(=S)Nc2cccc(Cl)c2)c(C)c1	-4	-12%	-2	-28%	101%[activator]	-8%	7%	-7	1	30%
4	CC(C)CCn1c(SC(C)C(=O)NC2CC2)nc2ccccc2c1=O (stereo not given)	.	-4%	-7	-6%	.	.	.	6	?	-9%
5	Cc1ccc(-n2c(SCC(=O)OC(C)C)nnc2-c2ccncc2)cc1	-2	5%	-1	0%	-3%	-2%	3%	-10	2	4%
6	Cc1ccnc(N2CCN(c3cc(C)c(C#N)c4nc5ccccc5n34)CC2)c1	.	-7%	9	126%[activator]	.	.	.	-3	.	.
7	COc1ccc(/C=C(\C#N)C(=O)OCC(=O)NCc2ccccc2)cc1	4	-5%	12	71%[activator]	-1%	3%	1%	7	-3	-3%
8	N#CCCN1CCCN(CCC#N)CCN(CCC#N)CCCN(CCC#N)CC1	0	-7%	0	-4%	-3%	2%	16%	1	-4	-5%
9	CC(C)(C)C1CCC(=NNS(=O)(=O)c2ccc(Br)cc2)CC1 (stereo not given)	4	0%	10	-6%	-1%	-1%	-10%	22	0	-1%
10	O=C(COC(=O)c1ccc(S(=O)(=O)N2CCCCC2)cc1)NCc1ccco1	1	?	-18	0%	-1%	-1%	6%	-13	1	-7%
11	Cc1ccc2c(c1)C1CN(C)CCC1N2C(=O)COc1ccc(N(C)S(=O)(=O)c2cccs2)cc1 (stereo not given)	6	-39%	9	-1%	-5%	5%	4%	-13	2	-4%
12	C/C(=N\NC(=O)C(C)n1nc(C)c([N+](=O)[O-])c1C)c1ccccc1O (stereo not given)	-7	-10%	6	7%	-19%	1%	5%	-3	15	.
13	O=c1cc(-c2ccccc2)c2c(O)cc(O)cc2o1	-1	?	-13	-4%	?	-7%	-7%	11	6	2%
14	CCc1c(C)nc(SCC(=O)N2CCCCC2)[nH]c1=O	0	?	3	9%	6%	.	-2%	-12	3	9%
15	CCOc1cc(CNCC(C)C)c(Cl)cc1OCC(=O)Nc1ccccc1	0	-35%	27	-1%	-3%	7%	-25%	6	12	1%
16	Cn1c(N2CCN(c3ccccn3)CC2)nc2c1c(=O)n(Cc1ccc(Cl)cc1)c(=O)n2C	-3	-8%	-3	-7%	-9%	-1%	-6%	24	23	8%
17	CN(CC(=O)N1CCOCC1)C(=O)CSc1nc2ccccc2s1	0	-6%	12	-1%	.	3%	-7%	-5	0	-3%
18	COc1cccc(NC(=O)N2CCC(NC(=O)C3CCCCC3)CC2)c1	0	26%	-6	0%	0%	2%	5%	11	2	-2%
19	N#C/C(=C/Nc1ccccc1C(=O)O)C(N)=O	1	16%	-3	8%	-6%	.	-9%	0	-7	2%
20	CN(C)CCCNCCCNC(=O)/C(=N\O)c1ccccc1	3	22%	2	4%	6%	0%	-8%	2	0	-2%
21	COC(=O)C1=CN(CC2CCCO2)C=C(C(=O)OC)C1c1cc(OC)c(OC)c(OC)c1 (stereo not given)	1	-11%	2	i	26%	0%	5%	-14	-4	.
22	Cc1cnc(NC(=O)CCc2ccccc2)s1	1	28%	-1	6%	2%	-3%	2%	-7	9	-4%
23	CC(OC(=O)CCCOc1ccccc1)C(=O)Nc1ccc(Cl)cn1 (stereo not given)	.	4%	0	0%	.	.	.	-8	13	15%
24	CSc1nncc(=O)[nH]1	3	14%[7.66 µM]	5	3%	-6%	-1%	-2%	22	0	5%
25	COc1cc2c(cc1NC(=O)CSc1nc3ccc(C)cc3[nH]1)oc1ccccc12	0	.	.	.	-16%	-2%	0%	.	?	0%
26	Cc1ccccc1NC(=S)N(Cc1ccccc1)Cc1cccs1	1	1%	-7	1%	-2%	9%	11%	-39	2	3%
27	O=C(O)c1cccc(S(=O)(=O)Nc2ccc(S(=O)(=O)N3CCOCC3)cc2)c1	2	-2%	-9	5%	-4%	1%	-2%	3	2	-2%
28	Cc1ccn2cc(CCNC(=O)C3CCCCC3)nc2c1	1	0%	7	1%	0%	0%	-6%	11	4	-1%
29	COc1ccc(C2(O)CCN(Cc3nnnn3Cc3ccc(F)cc3)CC2)cc1	0	-10%	10	-3%	-5%	7%	-7%	-9	-2	5%
30	COc1cc(C(=O)NCCN2CCCC2)cc(OC)c1OC	-2	-12%	5	5%	-4%	-1%	-2%	12	-1	-1%
31	CCOC(=O)C1=C(O)c2ccccc2C(=O)/C1=C\c1ccc(C)cc1	-51*	-50%[inhibitor]	2	2%	?	-1%	4%	-6	6	?
32	CCC(=O)Nc1ccccc1C(=O)OCC(=O)c1ccc2ccccc2c1	-2	4%[7.66 µM]	6	-16%	12%	-2%	0%	-4	5	10%
33	O=C(N/N=C/c1ccc(OC(=O)c2cccc(Br)c2)cc1)c1cccnc1	4	0%	3	-2%	-7%	4%	36%[activator]	0	1	1%
34	COc1ccccc1N1CCN(C2CC(=O)N(C)C2=O)CC1 (stereo not given)	2	14%	-8	0%	-5%	0%	-8%	15	7	2%
35	COc1cc(C(=S)N2CCCC2)ccc1OCc1ccc(C)cc1	0	5%	3	-4%	-3%	-6%	2%	-8	7	6%
36	Cn1c(CCNC(=O)c2ccco2)nc2cc(NC(=O)c3ccco3)ccc21	2	-10%	8	3%	-4%	-1%	-1%	-3	0	0%
37	Cc1cccc(OC(=O)c2ccncc2)c1C	0	8%	-8	-3%	-11%	6%	-2%	3	11	2%
38	COc1ccc(SCCC(=O)NCc2ccncc2)cc1	4	30%	4	0%	.	1%	-3%	-22	.	-7%
39	O=C(N/N=C/c1ccccc1C(=O)O)c1cccc(S(=O)(=O)N2CCOCC2)c1	.	-16%	-1	3%	.	.	.	-14	?	-3%
40	CC(SCC(=O)NC(C)C1CC2CCC1C2)C(=O)O (stereo not given)	7	-15%	7	2%	.	-2%	2%	8	6	-1%
41	CCOC(=O)c1c(-c2ccccc2)nnn1-c1nc(OC)nc(N2CCOCC2)n1	4	-22%	-19	0%	0%	-1%	9%	3	1	-6%
42	CCCn1c(C2CCCN2c2nc(C)cs2)nc2cc(Cl)c(Cl)cc21 (stereo not given)	1	-1%	-2	-11%	-2%	.	2%	-26	21	9%
43	O=C(NC1CCCCCC1)C(=O)NC1CC1	-2	-27%	4	-6%	-5%	8%	0%	11	-6	-8%
44	Cc1nnc(SCc2nnc(-c3ccccc3Br)o2)s1	0	10%	1	-2%	-8%	-1%	8%	-7	8	2%
45	CCCCCn1c(N2CCOCC2)nc2c1c(=O)n(CC(N)=O)c(=O)n2C	1	-18%	-2	-1%	-16%	3%	9%	14	1	9%
46	COc1ccc(OCC(=O)Sc2ccc(C)cc2)cc1	6	17%	3	1%	2%	-5%	8%	3	0	1%
47	O=C(Nc1ccc(S(=O)(=O)N2CCOCC2)cc1)c1ccc(F)cc1	0	-16%	-1	-1%	-2%	2%	0%	3	?	2%
48	O=C1c2ccccc2-c2cccc(NS(=O)(=O)c3ccc(C(F)(F)F)cc3)c21	1	-40%	-8	?	0%	-3%	10%	-9	7	3%
49	CCOC(=O)C1(Cc2ccccc2)CCCN(C(=O)C=C(C)C)C1 (stereo not given)	0	-15%	-7	1%	-5%	5%	4%	25	8	9%
50	CCOc1ccc(OCc2ccc(C(=O)NCC3CCCO3)o2)cc1 (stereo not given)	1	-25%	-4	6%	-5%	-5%	5%	4	2	6%
51	O=c1[nH]cccc1-c1nc2ccccc2n1Cc1ccc(F)cc1	0	12%	4	18%	1%	3%	18%	13	3	8%
52	Cc1cc(-c2n[nH]c(=S)n2Cc2ccco2)nn1C	4	-2%	8	-6%	0%	0%	2%	3	-3	0%
53	FC(F)(F)c1ccc(Cl)c(NC2=NCCCCC2)c1	4	1%	-2	-4%	-2%	7%	-1%	-8	-1	11%
54	Cc1ccc(COc2ccc(/C=N/O)cc2)cc1	1	-37%	-18	2%	1%	-3%	7%	2	3	3%

Screens: PubChem BioAssay, National Center for Advancing Translational Sciences (NCATS)
